# GPR7 antag – blocks human GPR7 receptor signaling. actives 1.1% (n = 290,000). GPR7-expressing cells, fluorescence antagonist assay. P48145. AID 1861. inhibition, % at 4.4 µM; in the data active = inhibition above about 16%, passing the limit was not always enough;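 note: cells stimulated with the agonist NPW; 0% = agonist with vehicle and 100% = vehicle without agonist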
# Target sequence (P48145 whole entry, looked up): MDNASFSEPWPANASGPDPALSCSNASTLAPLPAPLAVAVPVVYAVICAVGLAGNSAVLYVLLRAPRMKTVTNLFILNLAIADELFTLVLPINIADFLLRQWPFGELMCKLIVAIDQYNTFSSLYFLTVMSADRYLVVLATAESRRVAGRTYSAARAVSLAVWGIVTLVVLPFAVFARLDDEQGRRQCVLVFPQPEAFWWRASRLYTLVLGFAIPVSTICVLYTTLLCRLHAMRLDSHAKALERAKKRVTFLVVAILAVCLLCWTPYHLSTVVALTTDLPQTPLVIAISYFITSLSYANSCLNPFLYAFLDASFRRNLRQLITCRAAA
# FID counter – displaces DNA intercalator in HCV helicase counter-screen; DNA fluorescent intercalator displacement, fluorescence; inhibition, % at 7.9 µM; actives 0.17% (n = 290,000); AID 1845; in the data active = inhibition above about 37%;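 note: 0% = vehicle and 100% = reference compound; higher means more ethidium bromide displaced from hairpin DNA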
# MEKK3 PB1 HTS – modulators (inhibitors or enhancers) of MEK5 binding to human MEKK3 PB1 domain. Q99759. bead-based flow cytometry, Alexa488-MEK5 binding to MEKK3; actives lie on both sides; 0 = blocked by unlabeled MEK5, 100 = vehicle. binding response (% of control), % at 10 µM. actives 1.4% (n = 290,000). AID 1529;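 active = binding response more than 3 SD above or below the average of its plate-row segment, actives on both sides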;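 note: Alexa488 bead fluorescence after subtracting the streptavidin-only scavenger bead signal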
# PHOSPHO1 inh – blocks human PHOSPHO1 phosphatase activity; Q8TCT1; recombinant PHOSPHO1, absorbance phosphatase assay; inhibition, % at 13.3 µM; actives 1.1% (n = 290,000); AID 1565; in the data active = inhibition above about 60%
# Target sequence (Q8TCT1 whole entry, looked up): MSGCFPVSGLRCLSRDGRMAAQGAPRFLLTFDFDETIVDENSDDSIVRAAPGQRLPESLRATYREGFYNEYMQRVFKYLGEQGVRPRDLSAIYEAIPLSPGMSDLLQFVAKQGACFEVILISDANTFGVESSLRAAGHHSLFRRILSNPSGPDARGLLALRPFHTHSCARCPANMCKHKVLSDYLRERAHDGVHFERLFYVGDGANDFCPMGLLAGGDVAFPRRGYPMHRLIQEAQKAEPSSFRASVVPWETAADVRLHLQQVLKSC
# OXTR ag – human OXTR agonism. P30559. CHO-OTR cells, Fluo-8 calcium fluorescence; normalized: DMSO 0%, oxytocin 100%. activation, % at 3 µM. actives 0.32% (n = 320,000);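 active = activation above the mean of all tested compounds plus 3 SD, cutoff set per screening run, cut at about 20% in these data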;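 note: peak over basal fluorescence ratio from a 100 s FLIPR kinetic read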
# Target sequence (P30559 whole entry, looked up): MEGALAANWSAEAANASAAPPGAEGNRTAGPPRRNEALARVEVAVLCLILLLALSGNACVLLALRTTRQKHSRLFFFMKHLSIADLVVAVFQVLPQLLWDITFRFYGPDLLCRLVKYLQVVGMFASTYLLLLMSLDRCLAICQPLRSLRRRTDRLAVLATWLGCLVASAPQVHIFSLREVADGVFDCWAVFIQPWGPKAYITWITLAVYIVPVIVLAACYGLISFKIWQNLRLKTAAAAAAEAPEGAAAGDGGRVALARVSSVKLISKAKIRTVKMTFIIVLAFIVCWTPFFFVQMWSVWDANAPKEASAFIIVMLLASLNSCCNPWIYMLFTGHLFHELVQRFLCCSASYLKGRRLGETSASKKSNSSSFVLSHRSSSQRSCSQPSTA
# PfM18AAP inh – PfM18AAP enzyme inhibition. recombinant PfM18AAP, H-Glu-NHMec fluorogenic cleavage. inhibition, % at 7.35 µM. actives 1.2% (n = 290,000);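 active = inhibition above the campaign mean inhibition over all tested compounds plus 3 SD, cut at about 28% in these data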;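 note: 0% = plate median of test compound wells and 100% = 2 mM ZnCl2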
# MEKK2mut PB1 HTS – signal of MEK5 binding to mutant human MEKK2 PB1 domain; actives 0.35% (n = 290,000); bead flow cytometry, Alexa488-MEK5 binding to MEKK2 mutant; percent response, % at 10 µM; in the data active = percent response above about 24%, passing the limit was not always enough; note: inactives centre near 1; some results filed as inactive read as strong as hits; reference of the scale not given here
# NALP1 yeast inh – inhibitors of NALP1 inflammasome in yeast. S. cerevisiae NALP1/ASC/caspase-1 growth, X-gal OD620, 72 h. AID 2071. inhibition, % at 10 µM. actives 0.61% (n = 280,000); in the data active = inhibition mostly above about 24%, no sharp cut-off; inactive = mostly below about 32%; note: some compounds called inactive have numbers as strong as hits
# MEKK2wt PB1 HTS – raises or lowers MEK5 binding to wildtype human MEKK2 PB1 domain. Q9Y2U5. bead flow cytometry, Alexa488-MEK5 binding to MEKK2 WT; actives lie on both sides. binding response (% of control), % at 10 µM. actives 1.1% (n = 290,000). AID 1531; in the data active = binding response below about 67% or above about 130%
# * marks the source's active call; other numbers are inactive results; nt = not tested or not shown; [ ] = another dose, or the depositor's remark.
smiles	GPR7 antag	FID counter	MEKK3 PB1 HTS	PHOSPHO1 inh	OXTR ag	PfM18AAP inh	MEKK2mut PB1 HTS	NALP1 yeast inh	MEKK2wt PB1 HTS
CCOC(=O)N1CCN(C(=O)CCS(=O)(=O)c2cc3c(cc2Cl)NC(=O)CO3)CC1	-8	-11	94	28	0.2	10	-1	6	93
Cc1ccccc1CSCC(=O)Nc1ccccc1Br	-2	-11	100	24	-2.1	-12	3	13	104
COc1ccc(/C=N/NC(=O)c2ccc(NC(=O)c3cccc([N+](=O)[O-])c3)cc2)c(OC)c1	0	-7	90	40	-0.7	-6	-15	8	75
O=[N+]([O-])c1cccc(Cl)c1NCCNc1ncc(C(F)(F)F)cc1Cl	-13	4	103	21	-2.7	7	2	14	100
Cc1ccc(NC(=O)C(OC(=O)c2ccc(O)cc2)c2ccccc2)cc1Cl (stereo unspecified)	3	5	101	29	0.1	-1	-2	29	99
NC(=O)c1ccc(OCC2CCCO2)cc1 (stereo unspecified)	-1	-1	96	15	0.1	-12	6	30	98
Cc1ccc(C2NC(=O)NC(O)(C(F)(F)F)C2C(=O)c2cccs2)o1 (stereo unspecified)	-11	-4	104	-7	-0.3	-4	5	2	99
COc1ccccc1Nc1nn2c(=O)c3ccc(C(=O)N4CCC(C)CC4)cc3nc2s1	-5	-17	100	-26	-2.9	5	-4	0	97
O=C(/C=C/c1ccco1)Nc1ccc(CN2CCOCC2)cc1	0	1	99	28	0.7	-10	-2	26	101
COc1cc2c(cc1OC)-c1cc(N3CCCc4ccccc43)nc(=O)n1CC2	-8	-38	110	-7	-1.7	0	7	-6	108
Cc1cc(C(=O)N2CCC(C(=O)O)CC2)c(C)o1	-13	0	122	0	-0.1	-10	19	23	121
COc1ccc(Cl)cc1C(=O)C1CCCN(Cc2cnc(N3CCOCC3)s2)C1 (stereo unspecified)	-1	4	103	16	1.4	5	-8	13	96
Cc1cccc(-n2c(C)cc(/C=C3\NC(=O)NC3=O)c2C)c1	-11	-14	103	-38	1.1	0	1	20	100
Cn1c(=O)c(C#N)c(-c2ccccc2)n2cnnc12	3	-1	109	7	-0.8	-4	10	-4	105
CC(=O)c1ccc(NC(=S)Nc2cccc(S(=O)(=O)Nc3c(C)n(C)n(-c4ccccc4)c3=O)c2)cc1	2	-3	104	-18	-0.3	-4	-2	-1	101
CC(OC(=O)c1cc2ccccc2cc1O)C(=O)Nc1ccc(S(N)(=O)=O)cc1 (stereo unspecified)	-4	-11	101	10	0.8	11	3	14	104
COc1cc2oc(-c3ccc(O)cc3)cc(=O)c2c(OC)c1O	-9	-14	37*[inhibitor]	5	nt	33*	-14	10	35*[inhibitor]
Cc1ccccc1-c1nc(CS(=O)(=O)CC(=O)NC2CCCCC2C)c(C)o1 (stereo unspecified)	-21	-50	99	4	0.8	-1	3	4	103
COc1ccc(NC(=O)NCCCN2CCc3ccccc3C2)cc1	-9	-1	105	-6	0.4	-11	6	23	109
COc1ccccc1N1CCN(C(CNS(=O)(=O)c2cc(F)ccc2F)c2cccnc2)CC1 (stereo unspecified)	-11	-26	100	5	-0.1	3	-1	21	99
CN(C)C(=O)c1ccc(NC(=O)c2ccccc2Sc2ccccc2C#N)cc1	-1	-20	100	1	1.3	-1	-2	-8	99
CC(=O)NCC(=O)N(C)C(C(=O)Nc1ccc(C(C)C)cc1)c1ccccc1 (stereo unspecified)	-6	-28	100	2	-0.9	-10	-1	13	97
CCc1cccc2c(C(=O)CCl)c[nH]c12	-5	0	100	-2	-0.2	-6	16	26	119
CCCNC(=O)COC(=O)c1ccc(N2CCCC2)c([N+](=O)[O-])c1	9	-10	95	44	1.8	-9	-8	-6	95
COc1ccc(C(=O)N/N=C/c2sc3ccccc3c2O)cc1	-1	-16	103	-12	10.0	28	2	24	104
Cc1ccc(NC(=O)NC(=O)CSc2n[nH]c(N)n2)c(C)c1	-15	-3	100	36	0.1	-6	-1	-5	92
COc1ccc(CCNC(=O)CCc2nc3ccccc3[nH]2)cc1OC	-9	-1	100	36	-0.2	5	0	7	100
O=C(COC(=O)c1ccccn1)NCCCc1ccccc1	23	-1	104	10	-0.1	-7	11	0	106
O=C(c1ccc2ccccc2c1)N1CCN(Cc2ccccc2)CC1	9	-25	101	-19	-2.0	-2	3	22	102
Cc1cc(C)n(C(=O)COc2ccc([N+](=O)[O-])cc2)n1	-5	-4	101	2	0.1	-10	-1	19	101

# Sorted by SMILES length (ascending): 12 of the compounds above
smiles	GPR7 antag	FID counter	MEKK3 PB1 HTS	PHOSPHO1 inh	OXTR ag	PfM18AAP inh	MEKK2mut PB1 HTS	NALP1 yeast inh	MEKK2wt PB1 HTS
Cn1c(=O)c(C#N)c(-c2ccccc2)n2cnnc12	3	-1	109	7	-0.8	-4	10	-4	105
COc1ccc(NC(=O)NCCCN2CCc3ccccc3C2)cc1	-9	-1	105	-6	0.4	-11	6	23	109
COc1cc2oc(-c3ccc(O)cc3)cc(=O)c2c(OC)c1O	-9	-14	37*[inhibitor]	5	nt	33*	-14	10	35*[inhibitor]
Cc1cc(C)n(C(=O)COc2ccc([N+](=O)[O-])cc2)n1	-5	-4	101	2	0.1	-10	-1	19	101
CN(C)C(=O)c1ccc(NC(=O)c2ccccc2Sc2ccccc2C#N)cc1	-1	-20	100	1	1.3	-1	-2	-8	99
COc1cc2c(cc1OC)-c1cc(N3CCCc4ccccc43)nc(=O)n1CC2	-8	-38	110	-7	-1.7	0	7	-6	108
O=[N+]([O-])c1cccc(Cl)c1NCCNc1ncc(C(F)(F)F)cc1Cl	-13	4	103	21	-2.7	7	2	14	100
CC(=O)NCC(=O)N(C)C(C(=O)Nc1ccc(C(C)C)cc1)c1ccccc1 (stereo unspecified)	-6	-28	100	2	-0.9	-10	-1	13	97
CC(OC(=O)c1cc2ccccc2cc1O)C(=O)Nc1ccc(S(N)(=O)=O)cc1 (stereo unspecified)	-4	-11	101	10	0.8	11	3	14	104
COc1ccccc1N1CCN(C(CNS(=O)(=O)c2cc(F)ccc2F)c2cccnc2)CC1 (stereo unspecified)	-11	-26	100	5	-0.1	3	-1	21	99
CCOC(=O)N1CCN(C(=O)CCS(=O)(=O)c2cc3c(cc2Cl)NC(=O)CO3)CC1	-8	-11	94	28	0.2	10	-1	6	93
CC(=O)c1ccc(NC(=S)Nc2cccc(S(=O)(=O)Nc3c(C)n(C)n(-c4ccccc4)c3=O)c2)cc1	2	-3	104	-18	-0.3	-4	-2	-1	101

# (continued)
smiles	GPR7 antag	FID counter	MEKK3 PB1 HTS	PHOSPHO1 inh	OXTR ag	PfM18AAP inh	MEKK2mut PB1 HTS	NALP1 yeast inh	MEKK2wt PB1 HTS
CCSc1nnc(NC(=O)c2csc3c2CCC(C)C3)s1 (stereo unspecified)	-6	1	104	0	-0.1	-1	6	nt	103
Oc1ccc(/C=N/Nc2nc(N3CCCCCC3)nc(N3CCCCCC3)n2)c(O)c1	-6	2	109	-16	0.3	-3	-2	1	97
COc1ccc(C(=O)C2CCCN(C(=O)c3cccc(N4CCCC4=O)c3)C2)cc1OC (stereo unspecified)	-3	-34	103	8	nt	1	4	9	99
Cc1cc(C=O)c(C)n1-c1ccc(Cl)c(C(=O)O)c1	21	-5	85	-112	0.5	11	-14	9	83
C/C=C(\C)C(=O)NCCN1C2=NC[C@H](Cc3ccc(O)cc3)N2C[C@@H]1Cc1ccc(OC)cc1	-3	19	98	18	0.1	-6	7	6	113
COc1ccc2ccc(=O)oc2c1CC=C(C)C	-8	-5	105	-11	-1.6	-1	3	35	99
O=c1cc(O)nc(SC23CC4CC(CC(C4)C2)C3)[nH]1	-13	0	104	20	-1.0	-1	0	10	100
Cc1ccnc(NS(=O)(=O)c2ccc3c(c2)CCO3)c1	-11	0	107	13	0.5	6	5	nt	107
COc1ccc(-c2csc3nc(-c4cccnc4)nc(Cl)c23)cc1OC	-1	-24	145*	-12	-1.9	10	1	16	105
N/C(=N\NC(=O)c1sccc1OCc1ccc(Cl)cc1Cl)c1ccccn1	-11	-5	104	8	1.7	-4	2	4	103
CC(=O)Nc1cccc(NC(=O)COc2nncc3ccccc23)c1	-3	-2	97	-1	0.7	-8	0	27	94
CCOc1ccc(C2c3cc(OC)c(OC)cc3CC(=O)N2c2ccc(OC)cc2)cc1 (stereo unspecified)	-2	-44	101	-9	0.4	1	5	-2	101
O=c1cc(-c2ccccc2)[nH][nH]1	-14	-7	103	-13	0.2	2	3	-3	107
CCCCN(C)S(=O)(=O)c1ccc(C(=O)N(CCN(C)C)c2nc3ccc(C)cc3s2)cc1	11	4	nt	37	0.0	-14	nt	11	nt
CC(C)c1ccc(C(CC(=O)O)N2Cc3ccccc3C2=O)cc1 (stereo unspecified)	2	-29	100	7	0.9	-2	4	14	101
CCCN(CC(=O)Nc1ccccc1Br)CC(=O)Nc1ccc(F)c(F)c1F	3	-29	104	-9	-2.0	0	3	26	104
CCOC(=O)C1=C(CNCc2ccccc2Cl)NC(=O)NC1c1ccc2c(c1)OCO2 (stereo unspecified)	-15	-9	99	29	-2.6	0	1	1	96
Cc1ccc(N(Cc2cc3ccc(C)cc3[nH]c2=O)C(=O)c2ccco2)cc1	-20	-37	104	15	-0.3	-13	5	nt	104
CCOc1ccc(CC(=O)NNC(=S)NC2CCCCC2)cc1OCC	-5	-13	110	15	-0.5	7	12	-63	100
CCOC(=O)CSC1=C(C#N)C(=O)NC(c2ccc(OC)cc2)S1 (stereo unspecified)	12	2	97	87*	-0.2	-4	-9	0	95
COc1ccc(CCn2nnc(-c3ccc(NC(C)=O)c(Cl)c3)n2)cc1	-3	-3	103	3	0.9	5	-3	13	99
CCOC(=O)c1c(NC(=O)c2cc(C(C)C)on2)sc(C(C)=O)c1C	0	-3	110	21	0.7	6	3	-4	104
Cc1ccc(CN(C)C(=O)c2cc(COc3cccc(C(F)(F)F)c3)on2)o1	-4	-9	100	26	-1.6	-19	4	32	98
CC(=O)Nc1ccc(S(=O)(=O)NCC(C)NS(=O)(=O)c2ccc(NC(C)=O)cc2)cc1 (stereo unspecified)	2	0	86	-14	0.5	1	-5	12	87
COc1ccc(Cl)cc1NS(=O)(=O)c1cc(Cl)ccc1OC	-9	-8	104	-12	8.0	-11	-3	15	101
O=C(NCc1ccccc1)c1cc(-n2cnnc2)ccc1Cl	-4	1	127	26	0.3	0	7	nt	124
O=C(CN1CCNCC1)Nc1ccccc1Cl	-6	-1	95	-3	1.0	-2	-3	6	96

# Assay outcomes from PubChem BioAssay.
